Bioassay records deposited in PubChem by several laboratories.
RTF Ca sens inh = cardiac RTF calcium sensitivity inhibitors, primary screen, biochemical, IANBD-TnC fluorescence, EC70 calcium | Troponin I, cardiac muscle (Homo sapiens) + Troponin T, cardiac muscle (Homo sapiens) + … | IANBD-labeled cardiac RTF, Ca2+ fluorescence | inhibition, % at 7.15 µM | actives 0.12% (n = 340,000);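 active = inhibition above the mean inhibition of all tested compounds plus 3 SD, cut at about 17% in these data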;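 also: assay run at fixed EC70 calcium of 1.6 mM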
C-LANA FP = inhibitors of KSHV C-LANA binding to DNA, primary screen, biochemical, fluorescence polarization, FAM-LBS DNA, MBP-C-LANA, single point; Kaposi's sarcoma herpesvirus LANA C-terminal domain (residues 932-1162) DNA binding; inhibition, % at 9 µM; actives 0.078% (n = 340,000);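 active = highest replicate inhibition at or above 60% at 9 µM, even if other replicates fall short; inactive = all replicates below 60% inhibition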;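 also: 0% = neutral control wells and 100% = 4 µM acridine orange control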
CAL PDZ FP = untagged CAL PDZ binding inhibitors, primary screen, biochemical, fluorescence polarization, HTS | Golgi-associated PDZ and coiled-coil motif-containing protein (Homo sapiens), Q9HD26 | purified CAL PDZ, TMR-peptide fluorescence polarization, 1 h | inhibition, % at 24.9 µM | actives 0.92% (n = 300,000) | AID 602252, 2012;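 active = mean inhibition of at least 30% with at least half of replicates also reaching 30%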;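 also: 0% = DMSO neutral control and 100% = excess unlabeled competitor peptide PRC23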
cardiac RTF act = cardiac RTF calcium sensitivity activators, primary screen, biochemical, IANBD-TnC fluorescence, EC20 calcium | actives 0.24% (n = 340,000) | activation, % at 7.2 µM | AID 493008, 2010 | IANBD-labeled TnC RTF fluorescence at EC20 calcium; 0% EC20 calcium, 100% full calcium;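 active = activation above the mean over all tested compounds plus 3 SD, cut at about 30% in these data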;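 also: rise in fluorescence read as greater calcium sensitivity of cardiac thin filaments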
Keap1 Nrf2 FP = Keap1-Nrf2 protein-protein interaction inhibitors, primary screen, biochemical, fluorescence polarization, single point; actives 0.15% (n = 340,000); Keap1 Kelch-Nrf2 peptide fluorescence polarization, 1536-well; inhibition, % at 9.4 µM; in the data active = inhibition above about 12%;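 also: human Keap1 Kelch domain with fluorescein labeled Nrf2 9mer peptide probe; 0% = neutral control wells and 100% = peptide positive control; higher means more block of Keap1 binding to Nrf2 peptide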
MOR-DOR ag = agonists of OPRM1-OPRD1 heterodimerization, primary screen, cell-based, luminescence; AID 504326, 2011; cells; actives 0.3% (n = 340,000); activation, % at 9.3 µM; Mu-type opioid receptor (Homo sapiens) + Delta-type opioid receptor (Homo sapiens), …; in the data active = activation above about 18%;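 also: 0% = vehicle-treated cells and 100% = reference agonist; values of inactives mirror those of a sister screen read the other way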
Target sequence (P35372 whole entry, looked up): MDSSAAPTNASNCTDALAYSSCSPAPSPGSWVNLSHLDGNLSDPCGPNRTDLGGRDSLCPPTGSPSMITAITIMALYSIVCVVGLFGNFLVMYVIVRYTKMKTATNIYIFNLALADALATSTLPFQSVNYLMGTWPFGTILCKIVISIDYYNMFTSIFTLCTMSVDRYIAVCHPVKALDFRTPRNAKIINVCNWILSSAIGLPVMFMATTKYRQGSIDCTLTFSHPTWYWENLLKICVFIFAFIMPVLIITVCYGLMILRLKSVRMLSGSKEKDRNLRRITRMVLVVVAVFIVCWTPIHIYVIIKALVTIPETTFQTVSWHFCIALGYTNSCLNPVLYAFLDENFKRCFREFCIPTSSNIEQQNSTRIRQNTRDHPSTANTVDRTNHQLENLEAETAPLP
Target sequence (P41143 whole entry, looked up): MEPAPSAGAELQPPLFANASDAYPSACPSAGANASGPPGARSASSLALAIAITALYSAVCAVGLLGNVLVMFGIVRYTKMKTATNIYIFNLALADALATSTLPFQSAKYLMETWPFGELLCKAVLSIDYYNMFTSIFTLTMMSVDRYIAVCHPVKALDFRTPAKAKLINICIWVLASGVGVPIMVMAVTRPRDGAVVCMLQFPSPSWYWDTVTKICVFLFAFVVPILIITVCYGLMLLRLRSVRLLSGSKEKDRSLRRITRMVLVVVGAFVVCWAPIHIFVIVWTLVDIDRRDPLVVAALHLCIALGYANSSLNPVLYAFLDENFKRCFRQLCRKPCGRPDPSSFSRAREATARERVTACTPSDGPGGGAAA
HTR5A inv ag = HTR5A inverse agonists in luminescence cell assay, primary screen, counter-screen for OPRM1-OPRD1 heterodimer inverse agonist project, full-deck HTS. HTR5A cell line, inverse agonism. actives 0.083% (n = 340,000). inhibition, % at 9.3 µM. 5-hydroxytryptamine receptor 5A (Homo sapiens), P47898; in the data active = inhibition mostly above about 23%, no sharp cut-off; inactive = mostly below about 18%;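 also: 0% = cells with DMSO and 100% = no-cell wells with DMSO; some compounds called inactive have numbers as strong as hits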
MOR-DOR inv ag = inverse agonists of MOR-DOR heterodimerization, primary screen, cell-based, luminescence. actives 0.21% (n = 340,000). AID 504357, 2011. inhibition, % at 9.3 µM. Mu-type opioid receptor (Homo sapiens) + Delta-type opioid receptor (Homo sapiens), …. cell-based MOR-DOR heterodimer luminescence, inverse agonism; in the data active = inhibition above about 22%, passing the limit was not always enough;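 also: 0% = cells with DMSO and 100% = wells without cells with DMSO; values of inactives mirror those of a sister screen read the other way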
HTR5A ag = HTR5A agonists in luminescence cell assay, primary screen, counter-screen for OPRM1-OPRD1 heterodimer agonist project, full-deck HTS; 5-hydroxytryptamine receptor 5A (Homo sapiens), P47898; cell-based; activation, % at 9.3 µM; actives 0.61% (n = 340,000); in the data active = activation mostly above about 9.5%, no sharp cut-off; inactive = mostly below about 7.6%;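 also: 0% = cells with vehicle only and 100% = reference agonist; strong numbers were not always called active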
V-ATPase pH = regulators of yeast V-ATPase proton pumping, primary screen, pHLuorin cytosolic pH fluorescence; S. cerevisiae; response, % at 10 µM; actives 0.37% (n = 350,000); in the data active = response mostly above about 7.3%, no sharp cut-off; inactive = mostly below about 5.4%; also: actives read high; inactives centre near 0; some compounds called inactive have numbers as strong as hits; reference of the scale not given here
Numbers without * were called inactive; / = not tested or not shown. Not a hit list (roughly 2.8% active in at least one column).

SMILES | RTF Ca sens inh | C-LANA FP | CAL PDZ FP | cardiac RTF act | Keap1 Nrf2 FP | MOR-DOR ag | HTR5A inv ag | MOR-DOR inv ag | HTR5A ag | V-ATPase pH
Cc1c(Cl)ccc2c1NC(=O)[C@]21N[C@@H](Cc2ccccc2)[C@H]2C(=O)N(c3ccc(F)cc3)C(=O)[C@H]21 | -13 | -0.1 | / | -3 | 3 | 8.5 | -17 | -45 | -2 | -8
O=C(OCCCOC(=O)c1ccc(Br)o1)c1ccc(Br)o1 | -8 | 0.0 | 3 | -5 | -3 | 1.3 | -20 | -6 | 0 | -5
COc1ccc(C(=O)NC(=S)NCc2ccco2)cc1OC | -3 | 2.4 | 2 | 4 | -7 | -0.7 | 14 | 4 | -4 | 2
O=C(NCc1ccccc1)C(c1cccnc1)N(C(=O)c1csnn1)c1ccc(F)cc1 (configuration not stated) | -3 | -0.1 | -3 | -1 | -8 | -0.3 | -2 | 2 | 1 | 0
O=C(Nc1cccc(S(=O)(=O)N2CCCCC2)c1)C1CC(=O)N(Cc2ccccc2)C1 (configuration not stated) | -4 | 0.0 | -20 | -2 | 2 | -1.9 | 4 | 8 | -2 | -2
O=C(Nc1ccccc1C(F)(F)F)C(O)(c1ccccc1)C1CCCCC1 (configuration not stated) | 1 | -1.5 | -2 | 4 | -3 | 4.6 | 18 | -25 | -7 | -1
CC(=O)OCCSc1c(-c2ccccc2)c2cc(Cl)ccc2[nH]c1=O | 1 | 1.1 | -5 | -4 | -5 | 8.9 | -36 | -47 | -1 | 1
O=C(NCc1ccc(F)cc1)c1ccc(S(=O)(=O)N2CCCCC2)cc1 | 0 | -0.3 | -4 | 0 | -5 | 0.5 | 12 | -2 | -5 | 1
Cc1nc2ccccc2n1C(=O)c1cc(-c2ccc(Br)cc2)nc2ccccc12 | -1 | 0.2 | 4 | -5 | -2 | -3.2 | 17 | 13 | -7 | 0
CN1CCN(C(c2ccc(F)cc2)c2nnnn2Cc2cccs2)CC1 (configuration not stated) | 2 | -0.2 | -1 | -4 | -1 | -3.3 | -16 | 19 | 5 | -1
CC(C)[C@H](NC(=O)c1ccccc1)C(=O)OCC(=O)Nc1ccc2c(c1)OCCO2 | -7 | 0.6 | 2 | 0 | -8 | 0.6 | 8 | -5 | -3 | -1
CCNC(=O)c1ccc(N(C)S(=O)(=O)c2cccs2)cc1 | 5 | -0.8 | -1 | -1 | 3 | -2.0 | 16 | 10 | 1 | -2
Cc1ccc(C(=O)COc2cc(C)nc3nncn23)cc1 | 4 | 0.9 | -6 | 7 | -3 | -2.1 | 2 | 11 | -5 | 3
CCCCCCSc1ccc([C@@H]2[C@@H]3C(=O)N(CC)C(=O)[C@@H]3[C@]3(C(=O)OC)CCCCN23)cc1OC | 3 | -0.8 | -3 | 8 | -10 | -1.9 | -38 | 11 | 13 | -3
COC(=O)c1c(NC(=O)Cc2ccccc2)sc2c1CCN(C(C)C)C2 | 3 | -1.1 | / | 5 | -3 | -0.7 | -17 | 4 | 6 | 4
CC(=O)c1ccc(NC(=O)C(C)N(C)CC(=O)Nc2cccc(F)c2)cc1 (configuration not stated) | -3 | 0.0 | 0 | -2 | -4 | 0.5 | 17 | -3 | -6 | 2
CC(C)c1ccc(N(CC(=O)N/N=C/c2ccc(OC3CSC3)cc2)S(=O)(=O)c2ccccc2)cc1 | 3 | 3.9 | 1 | 1 | 0 | 0.3 | 12 | -2 | 5 | -2
CC(CN1CCCCC1)OC(=O)c1ccc2c(c1)OCCO2 (configuration not stated) | -4 | 0.1 | 1 | -8 | -1 | 0.3 | -6 | -2 | 2 | -2
O=C(O)Cn1nc(-c2ccc(F)cc2)oc1=O | -15 | 0.7 | 1 | -2 | 0 | -2.9 | 13 | 18 | 3 | -1
COc1cc(OC)c2c(-c3ccccc3)cc(=O)oc2c1C(CCN1CCN(c2ccccc2)CC1)c1ccc(N(C)C)cc1 (configuration not stated) | -3 | -0.6 | -1 | 7 | -3 | -1.3 | 26 | 7 | -10 | 1
CCOC(=O)c1cnc2ccc(Cl)cc2c1NCCN(C)C | -1 | -0.5 | / | -1 | -2 | 2.0 | 1 | -8 | 1 | -2
O=C(Cc1ccccc1)NCC(=O)OCc1cccc([N+](=O)[O-])c1 | -1 | -0.4 | -5 | 1 | -2 | -0.9 | -6 | 4 | 2 | 2
O=C(Cc1ccccc1[N+](=O)[O-])NC1CC2CCC1C2 (configuration not stated) | 0 | 1.4 | -3 | 2 | -3 | -1.3 | 3 | 6 | -1 | 0
COCCNC(=O)Nc1ccc2c(c1)N(C)C(=O)c1ccccc1S2 | -2 | -0.1 | 8 | -1 | -2 | 0.0 | 4 | 0 | -2 | -2
COc1ccc(NC(=O)CSc2nnc(C3CCCCC3)n2N)cc1 | 7 | -0.6 | / | -2 | -1 | -1.4 | -5 | 7 | 6 | -1

New compounds follow.
SMILES | RTF Ca sens inh | C-LANA FP | CAL PDZ FP | cardiac RTF act | Keap1 Nrf2 FP | MOR-DOR ag | HTR5A inv ag | MOR-DOR inv ag | HTR5A ag | V-ATPase pH
COC(=O)c1cccc(N(C(=O)CNC(=O)c2ccco2)C(C(=O)NC2CCCC2)c2ccco2)c1 (configuration not stated) | -3 | 0.5 | 0 | 9 | -2 | -4.4 | 4 | 24 | -1 | 4
CCOc1ccc(N(CC(=O)NCc2ccccc2)S(=O)(=O)c2ccc(C)cc2)cc1 | -14 | 0.3 | 1 | -3 | 0 | 1.4 | -10 | -12 | 0 | 3
COc1ccc(C(=O)NCCc2cn3ccc(C)cc3n2)cc1 | -7 | 0.1 | / | 2 | -6 | -1.0 | 5 | 6 | -2 | -2
Cc1c(C(=O)N(C)c2cccc(Cl)c2)cnn1-c1ccccc1 | -14 | 0.6 | 4 | -3 | -2 | -1.1 | 15 | 5 | -4 | 0
Cn1c(-c2ccccc2)cccc1=O | -3 | 0.4 | / | -3 | -2 | -2.3 | -8 | 12 | -3 | -1
CCOC(=O)c1c(C)[nH]c(C(=O)C(C)OC(=O)c2cnc(C)cn2)c1C (configuration not stated) | -3 | -0.4 | / | 0 | 3 | -2.1 | 0 | 8 | -2 | 1
Fc1ccc(NC(=S)Nc2ccccc2OC(F)F)cc1Cl | 1 | -1.3 | -2 | -3 | 3 | 1.1 | -22 | -5 | -1 | 0
Cn1c(SCc2nnc(-c3ccc(F)cc3)o2)nnc1C1COc2ccccc2O1 (configuration not stated) | -5 | 0.7 | -3 | -3 | -3 | 1.5 | 8 | -9 | 5 | -3
COc1ccc(NC(=O)Nc2c(O)ccc3ccccc23)cc1 | -1 | 0.6 | -4 | 9 | -1 | 5.5 | -7 | -29 | 3 | 0
O=C(c1cnc2sccn2c1=O)N(Cc1ccccc1)c1ccccn1 | -1 | 0.6 | / | -2 | -3 | 0.0 | -6 | 0 | 2 | -1
Cc1cccc(C)c1NC(=O)CN(C)C(=O)Cn1c(=O)cnc2ccccc21 | -2 | 0.9 | -1 | 5 | -5 | -0.8 | 9 | 4 | 1 | -4
COc1ccccc1CC(=O)Nc1ccc(S(=O)(=O)N2CC(C)CC(C)C2)cc1 (configuration not stated) | 16 | 3.1 | -7 | -4 | -1 | -0.8 | 13 | 3 | -5 | -2
CCC(CO)Oc1cc(NCc2ccccc2)c2ncn(C3CCCC3)c2c1 (configuration not stated) | -2 | 0.1 | 2 | -1 | -2 | -2.9 | 9 | 16 | 3 | 0
CCOC(=O)N1CCN(C(=O)CN(C)S(=O)(=O)c2ccc(F)cc2)CC1 | -1 | -0.5 | -4 | -2 | 2 | -2.1 | -1 | 13 | 0 | 0
CCCCN(c1ccccc1)S(=O)(=O)c1cccc2cccnc12 | 7 | 8.5 | 0 | -5 | 1 | -0.1 | 7 | 0 | -2 | -2
Cc1ccc(NC(=O)C(C)OC(=O)c2ccc(Cl)nc2)cc1S(=O)(=O)N1CCOCC1 (configuration not stated) | 2 | 0.0 | -2 | -1 | -2 | 1.5 | -14 | -9 | -1 | 2
COc1ccc(CCNC(=O)c2cccn2C)cc1 | -8 | 0.0 | -4 | 1 | 1 | -1.6 | -22 | 9 | 6 | -1
COc1ccc(C(=O)N2CCN(C(C)=O)CC2)cc1S(=O)(=O)NCc1ccc(Cl)cc1 | -6 | -0.4 | -1 | 1 | 0 | -3.3 | 8 | 19 | -2 | 1

Given with tabs: 10 of the compounds above
Molecule	RTF Ca sens inh	C-LANA FP	CAL PDZ FP	cardiac RTF act	Keap1 Nrf2 FP	MOR-DOR ag	HTR5A inv ag	MOR-DOR inv ag	HTR5A ag	V-ATPase pH
COc1ccc(NC(=O)Nc2c(O)ccc3ccccc23)cc1	-1	0.6	-4	9	-1	5.5	-7	-29	3	0
O=C(c1cnc2sccn2c1=O)N(Cc1ccccc1)c1ccccn1	-1	0.6	/	-2	-3	0.0	-6	0	2	-1
Cc1cccc(C)c1NC(=O)CN(C)C(=O)Cn1c(=O)cnc2ccccc21	-2	0.9	-1	5	-5	-0.8	9	4	1	-4
COc1ccccc1CC(=O)Nc1ccc(S(=O)(=O)N2CC(C)CC(C)C2)cc1 (configuration not stated)	16	3.1	-7	-4	-1	-0.8	13	3	-5	-2
CCC(CO)Oc1cc(NCc2ccccc2)c2ncn(C3CCCC3)c2c1 (configuration not stated)	-2	0.1	2	-1	-2	-2.9	9	16	3	0
CCOC(=O)N1CCN(C(=O)CN(C)S(=O)(=O)c2ccc(F)cc2)CC1	-1	-0.5	-4	-2	2	-2.1	-1	13	0	0
CCCCN(c1ccccc1)S(=O)(=O)c1cccc2cccnc12	7	8.5	0	-5	1	-0.1	7	0	-2	-2
Cc1ccc(NC(=O)C(C)OC(=O)c2ccc(Cl)nc2)cc1S(=O)(=O)N1CCOCC1 (configuration not stated)	2	0.0	-2	-1	-2	1.5	-14	-9	-1	2
COc1ccc(CCNC(=O)c2cccn2C)cc1	-8	0.0	-4	1	1	-1.6	-22	9	6	-1
COc1ccc(C(=O)N2CCN(C(C)=O)CC2)cc1S(=O)(=O)NCc1ccc(Cl)cc1	-6	-0.4	-1	1	0	-3.3	8	19	-2	1
